Screening data from PubChem.
Kir21 block = inhibitors of mouse Kir2.1 inward-rectifier potassium channel | B-score at 10 µM | AID 1672 | HEK293-Kir2.1, FluxOR thallium flux fluorescence; hits give low values | P35561 | actives 0.85% (n = 310,000);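 active means fluorescence ratio B-score at or below minus 3 SD of library scores, with starting-brightness B-score within 2 SD, cut at about -4.2 in these data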;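 further: channel flux triggered by added potassium and thallium sulfate stimulus; B-score of peak minus minimum fluorescence over baseline after thallium stimulus; more negative B-score means stronger Kir2.1 block with less thallium influx; some compounds called inactive have numbers as strong as hits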
Target sequence (P35561 whole entry, looked up): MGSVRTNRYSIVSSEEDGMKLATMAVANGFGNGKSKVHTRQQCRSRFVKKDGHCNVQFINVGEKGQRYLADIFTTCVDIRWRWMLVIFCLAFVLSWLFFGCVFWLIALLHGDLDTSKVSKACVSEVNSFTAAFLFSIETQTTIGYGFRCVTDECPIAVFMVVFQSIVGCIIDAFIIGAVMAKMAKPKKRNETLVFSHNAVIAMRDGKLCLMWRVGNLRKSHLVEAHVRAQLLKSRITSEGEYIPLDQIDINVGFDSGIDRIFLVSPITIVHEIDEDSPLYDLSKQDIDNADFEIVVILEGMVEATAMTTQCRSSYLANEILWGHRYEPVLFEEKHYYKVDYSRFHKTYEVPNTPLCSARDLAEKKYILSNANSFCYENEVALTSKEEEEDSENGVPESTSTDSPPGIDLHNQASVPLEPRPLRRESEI
KCNQ2 block = KCNQ2 potassium channel inhibitors, primary screen, cell-based, CHO-K1, FluxOR thallium flux, B-score (AID 2156); O88943; actives 1.1% (n = 310,000); B-score at 10 µM; 20 min; hits give low values;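 active means fluorescence ratio B-score at most minus 3 library SDs, with starting brightness B-score within 2 library SDs, cut at about -5.5 in these data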
* = called active by the depositor; i = inactive; & = joins results of further samples. This is a random part of the collection; any-hit rate near 1.8%.

SMILES | Kir21 block | KCNQ2 block
CC(=O)c1ccc(S(=O)(=O)NCc2ccc(C(=O)N(C)CC(=O)Nc3cccc(F)c3)cc2)cc1 | -0.05 | i
Nc1ccc(C(=O)NC23CC4CC(CC(C4)C2)C3)cc1 | 0 | i
O=[N+]([O-])c1ccc2c(c1Nc1ccccc1)=NC1(CCCCC1)N=2 | -1.03 | i
CCOC(=O)c1ccc2nc(NC(=O)c3cccs3)sc2c1 | -0.59 | i
COc1ccc2c(c1)c1nnc(SC)nc1n2C | -0.85 | i
N/C(=N\OC(=O)c1cc(Cl)ccc1Cl)c1cccnc1 | -0.76 | i
C/C(=N/NS(=O)(=O)c1ccc(Cl)cc1)c1cccc(NC(=O)c2ccncc2)c1 | 0.15 | i
Cc1nc(N2CCN(C)CC2)c2c3c(sc2n1)CCCC3 | -0.11 | i
CCOC(=O)Cn1cc(/C=C(\C#N)C(=O)N2CCOCC2)c2ccccc21 | -0.2 | i
Cc1cccc(C(=O)NNC(=O)c2cc3cc4ccccc4nc3s2)c1 | -0.62 | i
O=C(c1ccccc1)N1CCN(CC#CC2(O)CCCCC2)CC1 | 0.13 | i
CC(=O)c1c(C)nc2ccc([N+](=O)[O-])cc2c1-c1ccccc1 | 0.26 | i
Cn1c(SCc2ccccn2)nnc1-c1ccccc1 | -0.05 | i
O=C(Nc1nc(N2C(=O)c3ccccc3C2=O)n(-c2ccccc2)n1)c1ccc(F)cc1 | -0.34 | i
O=C(O)CCc1ccc(-c2ccc(F)cc2)n1CC(=O)O | 0.04 | i
O=C(NCc1ccccc1Cl)c1ccc2c(=O)n(CCCN3CCCC3=O)c(=S)[nH]c2c1 | -0.15 | i
COc1cccc(CCNC(=O)CC2C(=O)NCCN2Cc2ccc(C)o2)c1 (stereo unspecified) | -1.24 | i
S=c1[nH]ccn1CCc1ccccc1 | 0 | i
C[C@@H]1CC[C@H](O)/C=C/C(=O)O[C@H](C)CC[C@H](O)/C=C/C(=O)O1 | 0.76 | i
COc1cccc(C(=O)Nc2c(F)c(F)c(F)c(F)c2F)c1 | 2.36 | i
COc1ccc(S(=O)(=O)NCC(c2ccc3c(c2)OCO3)N2CCOCC2)cc1 (stereo unspecified) | -1.07 | i
Cc1cc2c(C)nc(N/N=C/c3ccc([N+](=O)[O-])cc3)nc2o1 | 0.03 | i
CCOC(=O)CN1C(=O)N[C@@H](c2cccc(C(F)(F)F)c2)C(C(C)=O)=C1C | 0.4 | i
COc1ccc(NC2=NC(=S)N(c3ccccc3C)C23CCCCC3)cc1 | -0.99 | i
CC(=O)n1nc(-c2ccccc2)nc1NCc1ccc(F)cc1 | -0.81 | i
Cc1ccc(Cl)cc1NC(=O)COC(=O)C12CC3CC(CC(C3)C1)C2 | -0.61&-0.04 | i
CC(=N)C1=C(O)CC(C)(C)CC1=O | -0.05 | i
O=C1CCCC(O)=C1Sc1cc(Cl)c(Cl)cc1Cl | 0.26 | i
COc1ccc(OC)c(NC(=O)COC(=O)c2nc(Cl)ccc2Cl)c1 | -0.2 | i
CNc1ccc(Br)cc(C(=O)/C=C/c2ccc3c(c2)OCO3)c1=O | 0.69 | i

Structures above with an aryl thioether with sulfur outside any ring, in the order listed:
SMILES | Kir21 block | KCNQ2 block
COc1ccc2c(c1)c1nnc(SC)nc1n2C | -0.85 | i
Cn1c(SCc2ccccn2)nnc1-c1ccccc1 | -0.05 | i
O=C1CCCC(O)=C1Sc1cc(Cl)c(Cl)cc1Cl | 0.26 | i

Next compounds
SMILES | Kir21 block | KCNQ2 block
O=S(=O)(c1ccc(F)cc1)N1CCCNCC1 | 0.62 | i
CC(C)Sc1nnc([C@@H]2CCCN2C(=O)OC(C)(C)C)o1 | 0.07 | i
O=C(/C=C/c1ccc(Br)cc1)NC(=S)NNC(=O)c1ccco1 | -0.53 | i
COc1ccc(/C(O)=C2\C(=O)C(=O)N(c3cc(C)on3)C2c2cccc(OC)c2OC)cc1C (stereo unspecified) | 0.9 | i
Cc1cccc(CN2CCC(CNC(=O)Cn3ncc4c([nH]c5ccccc54)c3=O)CC2)c1 | 1.11 | i
CC(=O)NNC(=O)CSc1nnc(-c2ccccc2)c(-c2ccccc2)n1 | 0.07 | i
CCCCn1c(N)c(N(CCOC)C(=O)c2oc3ccc(OC)cc3c2C)c(=O)[nH]c1=O | 2.71 | i
CCN(CC)c1ccc(C(=O)N/N=C(\C)c2cccc(OC)c2)cc1 | -0.17 | i
CCOC(=O)c1cn(Cc2ccccc2)c2cc(C)nn2c1=O | 0.74 | i
CCc1ccc(S(=O)(=O)NCc2cn3cccc(C)c3n2)s1 | -2.95 | i
CCN(CC)C(=O)CSc1nnc(-c2ccccc2)n1-c1ccccc1 | -0.69 | i
Nc1nc2nc(-c3ccccc3)cc(=O)n2[nH]1 | 2.26 | i
Cc1ccc(S(=O)(=O)Nc2ccc(C(=O)N3CCCC3)cc2)cc1 | -1.24 | i
COc1ccc(-c2[nH]ncc2N=Nc2ccccc2)cc1 | -0.83 | i
CC(C)Cn1c(=O)c2sccc2n2c(CCCC(=O)N3CCC(N4CCCCC4)CC3)nnc12 | -0.6 | i

Compound profiles, from the list above:
COc1ccc(/C(O)=C2\C(=O)C(=O)N(c3cc(C)on3)C2c2cccc(OC)c2OC)cc1C (stereo unspecified) across the screens: Kir21 block = 0.9; KCNQ2 block = i
Cc1cccc(CN2CCC(CNC(=O)Cn3ncc4c([nH]c5ccccc54)c3=O)CC2)c1 across the screens: Kir21 block = 1.11; KCNQ2 block = i
CCOC(=O)c1cn(Cc2ccccc2)c2cc(C)nn2c1=O across the screens: Kir21 block = 0.74; KCNQ2 block = i

Ordered by value in Kir21 block (high to low): some entries from above.
mol,Kir21 block
Nc1nc2nc(-c3ccccc3)cc(=O)n2[nH]1,2.26
Cc1cccc(CN2CCC(CNC(=O)Cn3ncc4c([nH]c5ccccc54)c3=O)CC2)c1,1.11
CCc1ccc(S(=O)(=O)NCc2cn3cccc(C)c3n2)s1,-2.95

(continued)
SMILES | Kir21 block | KCNQ2 block
CC1Cc2ccccc2N1C(=O)CN1CCC(C(N)=O)CC1 (stereo unspecified) | -2.67 | i
CN(CC(=O)Nc1ccc(Cl)cc1)C(=O)c1ccc(S(=O)(=O)Nc2ccccc2)cc1 | -0.56 | i
COc1ccc(C(C(=O)NC2CCCC2)N(C(=O)c2ccco2)c2ccc3c(c2)OCO3)cc1OC (stereo unspecified) | -0.52 | i
CC1CCCN(C(=O)CCS(=O)(=O)c2ccc3c(c2)n(C)c(=O)c(=O)n3C)C1 (stereo unspecified) | 0.28 | i
O=C(CN1CCN(S(=O)(=O)c2ccccc2C(F)(F)F)CC1)NCc1cccs1 | -0.25 | i
COc1cccc(-c2nn(-c3ccccc3)cc2C(=O)NCC(=O)O)c1 | -0.66 | i
COc1ccccc1N1CCN(C(=O)COc2ccc(S(=O)(=O)NC(C)C)cc2)CC1 | 0.03 | i
CCNC(=O)C1CCCc2c1[nH]c1ccc(Cl)cc21 (stereo unspecified) | 1.45 | i
COc1cc(/C=C2\NC(=S)N(C)C2=O)ccc1OCc1cccc(F)c1 | -0.48 | i
Cc1ccc(NC(=O)CCC(=O)c2ccc(F)cc2)cc1Cl | -0.01 | i
CCCCCCOC(=O)CCn1[nH]c(=O)c2ccccc2c1=O | -0.01 | i
O=C1OC(Nc2ccc3c(c2)OCO3)c2ccccc21 (stereo unspecified) | -1.59 | i
Cc1ccc(CN2CCCN(Cc3cc(C)ccc3C)S2(=O)=O)cc1 | -2.09 | i
Cc1cc(NS(=O)(=O)c2ccc(NC(=O)CCCOc3cccc(C)c3C)cc2)no1 | -0.71 | i
Cc1ccc(NC(=S)N(CCN(C)C)Cc2cc3cccc(C)c3[nH]c2=O)cc1 | -1.1 | i
CC(OC(=O)C1CSC2(C)CCC(=O)N12)C(=O)Nc1cccc(C#N)c1 (stereo unspecified) | 0.01 | i
CCCCCC(=O)N1CCCC(c2nc(-c3ccc(OC)cc3)no2)C1 (stereo unspecified) | -1.14 | i
O=C(Nc1ccc(-n2nncc2-c2ccco2)cc1)c1ccc(F)cc1 | 2.1 | i
CC(C)(C)c1ccc(-n2nc(C(N)=O)c(O)cc2=O)cc1 | -0.4 | i
CC1(C)C=Cc2c(c3ccccc3[nH]c2=O)O1 | -3.12 | i
COCc1cc(CN2CCCC2)c(O)c2ncccc12 | 0.19 | i
COc1ccc(C(=O)N(Cc2ccc(N(C)C)cc2)C2CCS(=O)(=O)C2)cc1 (stereo unspecified) | 0.56 | i
O=C(N/N=C/c1ccco1)c1cc(-c2ccc(Cl)s2)[nH]n1 | 3.7 | i
COCCCNC(=S)N1CCN(C)CC1 | 0.55 | i
O=P(COCCO)(c1ccccc1)c1ccccc1 | -0.35 | i
S=c1[nH]nc(-c2ccco2)n1/N=C/c1ccccn1 | 1.27 | i
COCCCNC(=O)c1ccc(N(C)S(C)(=O)=O)cc1 | -2.32 | i
Clc1ccc2nc(-c3ccncc3)cc(-c3ccccc3)c2c1 | 2.11 | i
O=C(NCc1ccco1)c1cc2c(s1)CCCCC2 | 0 | i
CCN=C(NCC)SC1CC(=O)N(c2cccc(OC)c2)C1=O (stereo unspecified) | 1.02 | -5.8*
CC(C)(C)CN1CCNC(=O)C1CC(=O)NCCc1ccccc1F (stereo unspecified) | 0.52 | i
Nc1c(C(=O)Nc2ccc3c(c2)OCCO3)nnn1Cc1ccccc1Cl | -2.98 | i
Brc1ccc(CSc2nnc(-c3ccccn3)n2Cc2ccco2)cc1 | -1.97 | i
COc1ccc(N2CCN(C(=O)c3ccc4c(c3)OCO4)CC2)cc1 | 0.43 | i
Cc1ccc(C)n1-c1nn(S(=O)(=O)c2cccc(C(F)(F)F)c2)c2cccc(F)c12 | 0.4 | i
CCN(CC)CC(=O)Nc1ccc2c(c1)N(C(=O)CN(CC)CC)c1ccccc1CC2 | 1.37 | i
CN(C(=O)c1cccc(Br)c1)C1CCS(=O)(=O)C1 (stereo unspecified) | -0.27 | i
Cc1cc(C(F)(F)F)cc(NNC(=O)NC(=O)c2ccc(Cl)cc2)n1 | -1.33 | i
CCOC(=O)c1c(C)nn(Cc2cccc(Cl)c2)c1N | 0.1 | i
CCc1cc(=O)oc2cc(OCC(=O)N3CC[C@@]4(O)CCCC[C@H]4C3)ccc12 | 0.96 | i
COc1ccccc1C(=O)COC(=O)CN1C(=O)NC2(CCCC2)C1=O | -0.48 | i
Cc1cc(NC(=O)CCC(=O)N(Cc2ccco2)C(C(=O)NC2CCCC2)c2ccc(F)cc2)no1 (stereo unspecified) | -0.68 | i
CCOCCCNC(=O)C1(O)c2ccccc2NC(=O)N1c1ccc(Cl)c(Cl)c1 (stereo unspecified) | -0.64 | i
Cc1cccc(OCC(O)CN2CCN(S(=O)(=O)c3ccc(C)cc3C)CC2)c1 (stereo unspecified) | 1.44 | i
COc1cc2nc(C(C)(C)C)oc(=O)c2cc1OC | 1.65 | i
COc1ccc(C(=O)c2sc3nc(C)cc(-c4cccs4)c3c2N)cc1OC | -1.58 | i
Cc1onc(NC(=O)c2ccc(Cl)cc2Cl)c1Br | -0.01 | i
Cc1c(C(=O)N2CCC[C@H]2C(N)=O)oc2c(F)cccc12 | -0.01 | i
Cc1ccccc1NC(=O)c1ocnc1C | -0.12 | i
CCOCN(C(=O)Cn1c(C(C)O)nc2ccccc21)c1c(C)cccc1CC (stereo unspecified) | -0.87 | i
CC(C)Oc1ccc(CCC(=O)N/N=C/c2ccncc2)cc1 | 0.24 | i
COCCOC(=O)C1=C(C)NC(=O)CC1c1cc2c(cc1Br)OCO2 (stereo unspecified) | 0.01 | i
C=CCn1c(O)c(CN2CCOCC2)c(C)c(C#N)c1=O | 0.95 | i
Cc1cccc(NC(=S)N/N=C(\c2ccccc2)C(C)C)c1 | -0.32 | i
CC1(C)CC(=O)c2cc(OCC(=O)NCc3cccnc3)ccc2O1 | 2.68 | i
CC(=O)c1ccc(Oc2ccc(C(C)=O)cc2)cc1 | 1.33 | i
Cc1cccc([C@@H]2[C@@H]3C(=O)N(C)C(=O)[C@@H]3[C@@H]3C(=O)Nc4ccccc4C(=O)N23)c1 | -0.02 | i
COc1cc(/C=N\NC(=O)CNC(=O)c2cccc([N+](=O)[O-])c2)ccc1O | -0.37 | i
COc1cc(-c2nnc(SCC(=O)N(Cc3ccccc3)C(C)(C)C)o2)cc(OC)c1OC | -1.05 | i
CCN(CC)S(=O)(=O)c1cccc(S(=O)(=O)c2cccc(S(=O)(=O)N(CC)CC)c2)c1 | 0.48 | i

Continued.
SMILES | Kir21 block | KCNQ2 block
N#Cc1ccc(-c2ccccc2)nc1SCC(=O)c1cc2ccccc2oc1=O | -0.05 | i
Cc1ccc(S(=O)(=O)c2ccc(Oc3ccccc3)cc2)cc1 | 1.97 | i
CSc1ccccc1C(=O)N1CCN(c2ccc(F)cc2)CC1 | 1.72 | i
CCOc1cc2c(cc1/C=C/c1noc(C)c1[N+](=O)[O-])OC(C)C2 (stereo unspecified) | -5.11 | i
COc1ccc(OC)c(CCNC(=O)CC2Oc3ccccc3NC2=O)c1 (stereo unspecified) | -1 | i
CC1(C)CC(=O)CC(C)(C)N1OC(=O)c1ccco1 | -0.42 | i
CC1=C(C(=O)OC(C)(C)C)C(c2ccc(Br)cc2)NC(=O)N1CCCC(=O)O (stereo unspecified) | 1.47 | i
COc1ccccc1N1CCN(C2CCCN(C(=O)CCc3cnn(C)c3)C2)CC1 (stereo unspecified) | 0.06 | i
CCOC(=O)c1nc(Nc2cc(C)cc(C)c2)c2ccccc2n1 | -0.13 | i
CC1(C)c2[nH]c3ccccc3c2C[C@H]2C(=O)N(Cc3ccccc3)C(=O)N21 | 0.61 | i
COC/C=C/C1=CC2=CC(=O)C(C)(OC(=O)c3cnc4ccccc4n3)C(=O)C2=CN1C1CCCCC1 (stereo unspecified) | 2.05 | i
COc1ccc(CCN(C)C(=O)COc2ccc(N(C)S(=O)(=O)c3ccc(C)cc3)cc2)cc1OC | 1.11 | i
COc1ccc2c(c1)OCC1=C2CCC2(C)C(=O)CC=C12 (stereo unspecified) | -0.14 | i
